ERp5 inh: ERp5 (human) disulfide isomerase inhibition. Q15084. inhibition, % at 9.99 µM. ERp5 insulin aggregation, absorbance 650 nm, 90 min. AID 651711. 350,000 compounds, 0.05% hits;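 active = mean replicate inhibition above about 25%, with every replicate also reaching it, limit read from the data, passing the limit was not always enough; inconclusive = only one of those two criteria met; inactive = neither criterion met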
Target sequence (Q15084 whole entry, looked up): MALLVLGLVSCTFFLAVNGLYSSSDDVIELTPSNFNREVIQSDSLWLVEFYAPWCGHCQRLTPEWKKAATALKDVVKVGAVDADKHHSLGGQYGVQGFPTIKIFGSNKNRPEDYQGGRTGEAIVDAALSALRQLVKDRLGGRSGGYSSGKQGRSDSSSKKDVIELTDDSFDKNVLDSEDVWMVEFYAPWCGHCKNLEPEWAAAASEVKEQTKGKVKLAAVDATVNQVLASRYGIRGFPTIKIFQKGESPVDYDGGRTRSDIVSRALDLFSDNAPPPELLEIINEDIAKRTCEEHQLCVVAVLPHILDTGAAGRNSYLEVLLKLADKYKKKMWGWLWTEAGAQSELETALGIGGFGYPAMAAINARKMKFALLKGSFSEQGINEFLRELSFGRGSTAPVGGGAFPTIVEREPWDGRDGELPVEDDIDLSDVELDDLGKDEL
SIRT5 block: inhibitors of human sirtuin-5 desuccinylase; Purified SirT5, succinyl-peptide AMC, trypsin-coupled fluorescence; Q9NXA8; 330,000 compounds, 1.1% hits; inhibition, % at 15 µM; in the data active = inhibition above about 15%; inconclusive = no clear call, values can overlap the other calls
Target sequence (Q9NXA8 whole entry, looked up): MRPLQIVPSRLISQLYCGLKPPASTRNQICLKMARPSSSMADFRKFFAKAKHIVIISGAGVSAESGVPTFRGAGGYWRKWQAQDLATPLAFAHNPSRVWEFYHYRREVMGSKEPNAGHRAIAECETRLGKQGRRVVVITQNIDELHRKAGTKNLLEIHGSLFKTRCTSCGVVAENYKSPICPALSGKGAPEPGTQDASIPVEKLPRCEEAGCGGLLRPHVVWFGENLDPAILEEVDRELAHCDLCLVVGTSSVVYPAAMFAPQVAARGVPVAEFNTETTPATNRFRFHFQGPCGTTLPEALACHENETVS
Casp6 inh: blocks human caspase-6 cleavage activity; P55212; purified caspase-6, Z-VEID-R110 cleavage fluorescence; inhibition, % at 12.5 µM; 350,000 compounds, 0.53% hits;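 active = mean inhibition across replicates at least about 35%, with every replicate also reaching that limit, limit read from the data; inconclusive = only one of the two criteria met; inactive = neither criterion met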;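 note: 0% = median of neutral control wells and 100% = no fluorescence left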
Target sequence (P55212 24-179 limits assumed): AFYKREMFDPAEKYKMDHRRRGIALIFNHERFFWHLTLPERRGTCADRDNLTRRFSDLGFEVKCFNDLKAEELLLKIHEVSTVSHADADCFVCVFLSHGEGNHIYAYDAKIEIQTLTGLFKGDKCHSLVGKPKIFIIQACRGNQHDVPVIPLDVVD
Target sequence (P55212 194-293 limits assumed): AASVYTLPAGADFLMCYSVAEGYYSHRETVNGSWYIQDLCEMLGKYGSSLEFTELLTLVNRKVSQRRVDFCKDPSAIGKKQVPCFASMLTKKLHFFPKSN
DENV2 CPE rescue: protects cells from dengue virus 2 cytopathic effect; AID 651640; DENV2-infected cells, cytopathic effect rescue, plate reader; 350,000 compounds, 1.7% hits; CPE inhibition, % at 9.99 µM; in the data active = CPE inhibition above about 20%, passing the limit was not always enough; inconclusive = no clear call, values can overlap the other calls; tested in BHK-21 cells;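 note: 0% = median of neutral control wells and 100% = median of positive control wells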
ERAP1 inh: blocks human ERAP1 aminopeptidase activity; 340,000 compounds, 0.15% hits; inhibition, % at 10.7 µM; Q9NZ08; AID 652197; recombinant ERAP1, Leu-AMC fluorescence, 60 min;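 active = mean replicate inhibition of at least 30%, or all replicates individually reaching that 30% level; inactive = mean below 30% and not every replicate reaching it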;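 note: 0% = neutral control wells and 100% = L-leucinethiol positive control wells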
miR-122 sensor: blocks miR-122 activity in Huh7 sensor cells; Huh7 miR-122 Renilla luciferase sensor, 48 h; neutral wells = 0, positive control = 100; activation (reporter increase), % at 12.5 µM; 340,000 compounds, 0.3% hits; AID 602342;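 active = mean replicate activation score at least 90 and every replicate individually at or above 90; inconclusive = only one of the two criteria met; inactive = neither criterion met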;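 note: higher luciferase means less miR-122 activity so hits act as miR-122 inhibitors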
F508del corr: CFTR F508del correction in bronchial cells. 350,000 compounds, 0.36% hits. CFBE cells, YFP halide quenching; stimulated with forskolin plus potentiator P3; % fluorescence drop versus neutral controls. activity (quench increase), % at 7.58 µM;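 active = mean added fluorescence quench of at least 8% versus neutral control, with both replicates also reaching 8%; inconclusive = only one of the mean or replicate conditions met; inactive = mean below 8% and not both replicates reaching 8%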;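 note: cells transiently co-express mutant CFTR-F508del with the halide-sensitive YFP; corrector assay measuring rescue of mutant channel to the surface after 24 h compound exposure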
* hit, by the source's call; ? = inconclusive; . = not tested or not shown; [ ] = another dose, or the depositor's remark.

SMILES	ERp5 inh	SIRT5 block	Casp6 inh	DENV2 CPE rescue	ERAP1 inh	miR-122 sensor	F508del corr
CCn1ncc(Br)c1C(=O)Nc1ccc(OC(F)(F)F)cc1	-1.3	6.8	-0.1	8.0	1.0	.	-1.6
c1ccc(CCNc2ccc3ncc(-c4cccc5ccccc45)n3n2)nc1	1.7	.	57.1*	7.4	0.6	-1.7	-1.0
Cc1noc(C)c1S(=O)(=O)Nc1ccc2c(c1)C(=O)N([C@H](C)CO)C[C@@H](C)[C@@H](CN(C)Cc1ccc(C(=O)O)cc1)O2	-4.3	-21.7	0.4	-4.4	0.2	-0.7[16.7 µM]	-0.3
O=C1C2N=NN(CC(=O)N3N=C(c4ccccc4)CC3c3ccc([N+](=O)[O-])cc3)C2C(=O)N1c1ccccc1 (stereo not given)	2.7	-0.6	-1.6	-1.9	-3.4	.	1.6
CCN(Cc1ccccc1)Cc1ccc(OCc2ccccc2)c(OC)c1	4.3	-4.9	-5.8	-7.3	4.7	2.8	2.6
COc1ccc(S(=O)(=O)Nc2ccc3c(c2)C(=O)N([C@H](C)CO)C[C@H](C)[C@H](CN(C)S(=O)(=O)c2c(C)noc2C)OCCCC[C@@H](C)O3)cc1	6.8	-1.0	0.5	-11.5	0.3	1.8[16.7 µM]	2.3
FC(F)(F)c1nnc(-c2ccccc2)nc1N1CCCC1	4.7	3.3	1.8	2.2	2.8	0.4	-0.2
O=C1NC[C@@H](CCCCN2C[C@H](Cc3ccc(O)cc3)N(CCc3ccccc3)C(=O)C2=O)N(CC2CCCCC2)C1=O	3.1	1.4	3.7	-6.7	-3.1	.	-0.8
C[C@H](CO)N1C[C@H](C)[C@H](CN(C)C(=O)Cc2ccccc2)OCCCC[C@H](C)Oc2ccc(NS(=O)(=O)c3cn(C)cn3)cc2C1=O	-3.1	-3.1	-0.3	-7.6	-0.5	0.7[16.7 µM]	-1.3
COc1ccc(S(=O)(=O)N(C)C[C@@H]2Oc3ccc(N(C)C)cc3C(=O)N([C@H](C)CO)C[C@H]2C)cc1	0.1	-3.8	.	4.6	.	-4.2[16.7 µM]	-3.8
CCN(CC)S(=O)(=O)c1ccc2oc(Nc3ccc(OC)cc3)nc2c1	0.9	11.2	0.8	6.3	-5.0	19.4	-0.2
CCOC(=O)N1CCN(S(=O)(=O)CCNC(=O)c2ccc(F)cc2)CC1	-0.8	-2.7	2.5	-8.7	-0.1	.	-0.9
CC(=O)Nc1ccc(NC(=O)/C=C/c2ccccc2)cc1	-1.3	1.9	1.5	-2.4	-3.4	.	1.4
C[C@@H]1CN([C@H](C)CO)C(=O)c2cc(NC(=O)CCC(F)(F)F)ccc2O[C@@H](C)CCCCO[C@@H]1CN(C)Cc1ccc(C(F)(F)F)cc1	-5.9	21.2*	0.2	9.8	-0.3	3.6[16.7 µM]	2.2
COc1ccc(OC)c(S(=O)(=O)Nc2ccc(-c3ccc4nnc(C)n4n3)cc2)c1	7.0	-1.4	-1.0	-7.5	3.1	.	1.3
O=C(C1CCCCC1)N1CC(=O)N2[C@H](CO)[C@@H](c3ccc(C#CCc4ccccc4)cc3)[C@H]2C1	2.8	2.1	0.3	19.1	0.7	.	-3.9
Cc1ccc2[nH]cc(CCNC(=O)c3cccs3)c2c1	0.4	-1.4	3.1	0.1	-1.3	8.4	-4.3
CN(Cc1ccccc1NCC(=O)Nc1ccccc1C#N)C1CCCCC1	3.6	0.0	-2.5	.	0.1	9.7	3.1
COc1cc(OC)c(NS(=O)(=O)c2ccc3c(c2)NC(=O)CO3)cc1Cl	1.1	-2.5	0.8	8.7	4.9	8.7	-1.7
O=C(C[C@H]1C=C[C@@H](NS(=O)(=O)c2ccccc2F)[C@H](CO)O1)NCCCN1CCOCC1	-6.1	-6.4	1.7	5.3	0.7	.	2.1
O=c1c2ccccc2sn1-c1ccc(Cl)cc1	1.9	0.9	0.4	-0.8	20.9	3.9	0.9
COc1ccccc1NC(=S)N(Cc1cccnc1)Cc1ccco1	-0.7	0.1	1.3	-1.1	8.0	-0.4	-3.0
COc1ccc(CC(=O)Nc2ccc(S(=O)(=O)Nc3nccc(C)n3)cc2)cc1	2.1	.	0.9	.	0.8	-12.9	.
O=C(NCCN1CCCCC1)c1ccc(Oc2cc(Cl)cc(Cl)c2)o1	2.8	-5.8	-5.1	11.9	-3.4	-1.2	1.2
CC1(C)CC(=O)c2cnc(NC3CC3)nc2C1	0.5	0.8	0.7	-4.2	-1.0	0.7	-8.7

Overlap with the part before: 3 entries, followed by the next part.
SMILES	ERp5 inh	SIRT5 block	Casp6 inh	DENV2 CPE rescue	ERAP1 inh	miR-122 sensor	F508del corr
COc1ccc(CC(=O)Nc2ccc(S(=O)(=O)Nc3nccc(C)n3)cc2)cc1	2.1	.	0.9	.	0.8	-12.9	.
O=C(NCCN1CCCCC1)c1ccc(Oc2cc(Cl)cc(Cl)c2)o1	2.8	-5.8	-5.1	11.9	-3.4	-1.2	1.2
CC1(C)CC(=O)c2cnc(NC3CC3)nc2C1	0.5	0.8	0.7	-4.2	-1.0	0.7	-8.7
CCCCN(C(=O)c1ccc(C)o1)c1c(N)n(CC(C)C)c(=O)[nH]c1=O	9.2	-2.7	-1.2	-0.6	0.4	2.4	-2.2
Cc1cccc(OCC(=O)NCC(=O)N/N=C/c2cc(Br)ccc2OCc2ccccc2)c1	3.3	2.5	7.1	-4.8	-2.2	-19.1	1.4
CCCCc1c(-c2ccccc2OC)ncn1Cc1ccc(OC)c(Cl)c1	2.7	-0.6	0.8	14.2	-2.0	.	0.8
COc1ccccc1-c1ccc2c(c1)C(C)(Cc1cccc(C#N)c1)C(=O)N2 (stereo not given)	4.4	-0.5	3.1	0.3	2.8	2.6	0.5
O=C(Cc1cccnc1)N1CC(=O)N2[C@H](C1)[C@H](c1ccc(/C=C/c3ccccc3)cc1)[C@@H]2CO	4.8	1.6	-0.5	1.4	-0.7	.	2.6
CCS(=O)(=O)N1CCC2(CC1)CN(Cc1ccc3c(c1)OCO3)[C@@H](CO)c1c2c2ccc(OC)cc2n1C	0.7	-1.2	-1.7	3.7	0.9	.	-1.3
Nc1nonc1N/N=C/c1c(O)ccc2ccccc12	-2.8	1.2	4.4	-8.0	1.0	-6.6	-2.6
C[C@H](O)C#Cc1ccc([C@H]2[C@H](CO)N3CCCCN(C(=O)c4cccc(F)c4)C[C@@H]23)cc1	-5.2	2.5	-1.6	1.8	0.5	-7.3[16.7 µM]	1.6
CS(=O)(=O)Nc1ccc(C(=O)NCc2cccnc2)cc1	3.5	-1.4	0.2	4.2	-2.8	6.7	0.4
Cc1[nH]n(-c2ccccc2)c(=O)c1C=Nc1ccc(S(=O)(=O)N=C(N)N)cc1	7.7	7.3	-4.8	-1.4	-2.4	-1.7	-0.5
COC(=O)/C=C1\C(=O)N(c2nc3ccccc3s2)C(=S)N1c1ccc(F)cc1	3.2	-12.2	-0.9	.	-0.8	2.1	.
CN(C)S(=O)(=O)c1cccc(NC(=O)COC(=O)COc2ccccc2[N+](=O)[O-])c1	-0.1	3.3	0.8	-0.6	1.4	.	-0.1
COc1ccc(C(CNC(=O)c2ccc(S(=O)(=O)Nc3ccc(F)cc3)cc2)N(C)C)cc1 (stereo not given)	0.1	-0.3	-2.9	-4.4	-2.3	7.1	-2.5
CCOC(=O)C1(Cc2ccccc2)CCN(Cc2nccn2CC)CC1	-8.0	-0.7	-3.8	-0.1	-7.2	.	-4.2
COc1ccc2c3c([nH]c2c1)[C@H](CO)N(Cc1ccncc1)CC31CN(CC2CCOCC2)C1	-5.6	-2.3	-8.7	18.1	6.0	.	1.3
CC1([N+](=O)[O-])COC(C=Cc2ccccc2)OC1 (stereo not given)	0.8	.	-1.8	1.1	2.6	.	-1.9
Cc1nn(-c2cc(N(S(C)(=O)=O)S(C)(=O)=O)c(Cl)cc2Cl)c(=O)n1C	-6.0	0.6	-3.6	-2.8	3.6	5.1	.
COc1cccc(C2=CC(=O)C[C@H](c3ccc(F)cc3)C2)c1OC	2.6	-3.3	-6.1	1.7	1.0	31.8	3.0
Cc1sc(NC(=O)CSc2nc(N)cc(N)n2)c(C#N)c1C	5.6	-1.7	-1.3	1.6	-2.1	-3.1	1.0
CCOC(=O)CSc1nc2nc(C)cc(C)n2n1	2.3	0.0	1.2	-3.7	-0.9	-8.3	0.2
C[C@@H]1CN([C@@H](C)CO)C(=O)c2cccc(NC(=O)c3nc4ccccc4s3)c2O[C@H]1CN(C)S(=O)(=O)c1cccs1	-0.7	3.8	-0.2	?	-0.8	-3.5[16.7 µM]	-3.2
COc1ccc(OC)c(N2C(=O)CC(NNC(=O)c3ccc4c(c3)OCO4)C2=O)c1 (stereo not given)	10.5	0.7	0.6	-0.9	-1.6	.	-0.4
Cc1ccc(Cl)cc1N1CCN(C(=O)c2ccc(CN3CCOCC3)cc2)CC1	-1.9	0.2	6.5	-2.3	-0.6	7.9	4.7
O=c1nc(-c2ccccc2)c2cc(Br)ccc2[nH]1	0.7	4.7	-1.5	6.8	-3.6	.	-7.2
CCOc1ccc2nc(NC(=O)COc3ccc(N(C)S(=O)(=O)c4ccc(C)cc4)cc3)sc2c1	-8.5	-3.1	0.3	12.2	-3.9	4.7	2.3

Given bar-delimited: entries from further up.
molecule | ERp5 inh | SIRT5 block | Casp6 inh | DENV2 CPE rescue | ERAP1 inh | miR-122 sensor | F508del corr
C[C@H](O)C#Cc1ccc([C@H]2[C@H](CO)N3CCCCN(C(=O)c4cccc(F)c4)C[C@@H]23)cc1 | -5.2 | 2.5 | -1.6 | 1.8 | 0.5 | -7.3[16.7 µM] | 1.6
CS(=O)(=O)Nc1ccc(C(=O)NCc2cccnc2)cc1 | 3.5 | -1.4 | 0.2 | 4.2 | -2.8 | 6.7 | 0.4
COc1ccc(C(CNC(=O)c2ccc(S(=O)(=O)Nc3ccc(F)cc3)cc2)N(C)C)cc1 (stereo not given) | 0.1 | -0.3 | -2.9 | -4.4 | -2.3 | 7.1 | -2.5

(continued)
SMILES	ERp5 inh	SIRT5 block	Casp6 inh	DENV2 CPE rescue	ERAP1 inh	miR-122 sensor	F508del corr
CCC(=O)N(Cc1ccco1)C1CC(=O)N(c2ccccc2)C1=O (stereo not given)	-0.7	-1.2	-0.1	11.3	5.5	5.9	.
CCCNC(=O)N1[C@H](C#N)[C@H](c2ccc(C#Cc3ccc(F)cc3)cc2)[C@@H]1CO	-4.1	3.5	0.4	-13.9	0.7	.	8.4*
C[C@@H]1CN([C@@H](C)CO)C(=O)Cc2cc(NC(=O)Nc3cccc4ccccc34)ccc2O[C@@H]1CN(C)C(=O)NC1CCCCC1	4.4	.	0.7	13.2	-0.4	167.0*[16.7 µM]	6.1
O=C(O)C1CCCN(C(=O)/C=C/c2ccccc2)CC1 (stereo not given)	4.6	.	-1.7	18.7	1.9	-4.9	-1.1
Cc1ccc(NC(=O)Nc2cnccn2)cc1	1.5	-2.7	-0.2	?	-1.0	1.3	-2.4
CSc1ccc(C(=O)C2CCCN(C(=O)CCc3c(C)nn(C)c3C)C2)cc1 (stereo not given)	-6.0	1.3	-26.1	-1.6	1.8	-7.3	-0.2
CCCNC(=O)COC(=O)c1ccc(N2CCCC2)c([N+](=O)[O-])c1	3.8	2.7	1.8	-2.0	-1.2	.	0.4
O=C(Nc1ccc(CN2CCOCC2)cc1)c1ccco1	-5.9	-1.1	0.1	1.9	-3.8	.	-1.1
COc1ccc(C(=O)Nc2nc(C)c3cc4c(cc3n2)OCO4)cc1	6.3	-0.6	-0.5	-2.5	1.1	-5.4	.
CC1CCN(C2=C(NS(=O)(=O)c3ccc(Cl)cc3)C(=O)c3ccccc3C2=O)CC1	1.1	-0.1	6.9	7.5	12.5	-13.3	-1.8

High-throughput results from PubChem.
